# PP1 inh – counter-screen for PP5 inhibitors: inhibitors of human PP1-alpha. P62136. AID 2235. 320,000 compounds, 0.9% hits. inhibition, % at 6.7 µM. purified PP1alpha, OMFP fluorescence;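 active = inhibition above the mean inhibition of all tested compounds plus 3 SD, computed separately for each screening campaign, cut at about 15% in these data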
# proCasp3 act – activates human procaspase-3; P42574; recombinant procaspase-3 D3A, Ac-DEVD-pNA absorbance 405 nm; activation, % at 8.5 µM; 330,000 compounds, 0.11% hits;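 active = activation above the mean of all tested compounds plus 3 SD, cut at about 21% in these data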;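 note: 0% = DMSO alone and 100% = DMSO wells spiked with extra 5 µM PC-3 D3A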
# Target sequence (P42574 whole entry D9A/D28A/D175A): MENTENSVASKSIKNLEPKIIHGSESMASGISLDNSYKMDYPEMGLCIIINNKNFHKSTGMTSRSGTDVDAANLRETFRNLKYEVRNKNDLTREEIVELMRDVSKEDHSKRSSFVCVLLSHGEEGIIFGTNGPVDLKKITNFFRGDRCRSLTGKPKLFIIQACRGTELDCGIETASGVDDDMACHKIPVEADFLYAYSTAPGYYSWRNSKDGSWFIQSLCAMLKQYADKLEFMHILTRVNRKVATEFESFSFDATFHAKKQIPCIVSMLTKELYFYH
#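 System: Procaspase-3 D3A mutant. Medium: Zinc-free 300 mM NaCl, 50 mM HEPES, 0.01% Triton X-100. Schedule: 1 h preincubation plus 2 h reaction at 25 °C. Measured by: 405 nm absorbance of p-nitroaniline, reads at 0 and 120 min. Read-out: percent activation relative to control range.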
# proCasp7 act – counter-screen for procaspase-3 activators: activators of human procaspase-7 | recombinant procaspase-7, Ac-DEVD-pNA absorbance 405 nm; D23A/D198A/D206A triple mutant, cannot self-cleave; scale: DMSO 0, 5 µM enzyme 100 | P55210 | AID 463210 | activation, % at 8.5 µM | 330,000 compounds, 0.093% hits;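 active = percent activation above the screen-wide mean plus 3 SD, cut at about 25% in these data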
# Target sequence (P55210 whole entry D23A/D198A/D206A): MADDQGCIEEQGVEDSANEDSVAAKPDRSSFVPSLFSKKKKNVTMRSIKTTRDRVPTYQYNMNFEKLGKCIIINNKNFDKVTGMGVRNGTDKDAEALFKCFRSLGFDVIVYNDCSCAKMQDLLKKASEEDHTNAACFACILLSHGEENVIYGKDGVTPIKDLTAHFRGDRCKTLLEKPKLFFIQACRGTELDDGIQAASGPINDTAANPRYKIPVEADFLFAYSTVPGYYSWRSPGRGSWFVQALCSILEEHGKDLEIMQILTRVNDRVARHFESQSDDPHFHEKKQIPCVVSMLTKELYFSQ
#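 Assay system – Uncleavable procaspase-7 mutant enzyme · Quantity – 2 µM procaspase-7 mutant as dispensed · Times – 1 h preincubation, 2 h reaction · Dosing – single nominal 8.5 µM compound dose, 0.8% DMSO final · Buffer or medium – Zinc-free 50 mM HEPES buffer, pH 7.4, with NaCl and Triton X-100 · Detection – Epi-absorbance of released pNA at 405 nm, two timepoints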
# VLA-4 inh – inhibition in a human VLA-4 binding assay; P13612; VLA-4 expressing cells, ligand binding flow cytometry; inhibition, % (about 7 µM as worked out from the volumes in the protocol); 330,000 compounds, 0.2% hits; AID 2557; in the data active = inhibition above about 50%
# GASC-1 inh – inhibitors of human GASC-1 (JMJD2C) demethylase. Q9H3R0. GST-JMJD2C(1-420) H3K9me3 demethylation, DELFIA europium. inhibition, % at 2.35 µM. 330,000 compounds, 0.069% hits;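 active = more than half of a compound's replicate wells show inhibition beyond 50%, single wells judged on their own value; inconclusive = some, but no more than half, of replicates pass 50% inhibition; inactive = no replicate passes 50% inhibition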;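 note: signal counts dimethyl H3K9 product captured on neutravidin plate; 0% = median of DMSO wells and 100% = 0.3 times that DMSO median; strong numbers were not always called active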
# Target sequence (Q9H3R0 1-420 limits assumed): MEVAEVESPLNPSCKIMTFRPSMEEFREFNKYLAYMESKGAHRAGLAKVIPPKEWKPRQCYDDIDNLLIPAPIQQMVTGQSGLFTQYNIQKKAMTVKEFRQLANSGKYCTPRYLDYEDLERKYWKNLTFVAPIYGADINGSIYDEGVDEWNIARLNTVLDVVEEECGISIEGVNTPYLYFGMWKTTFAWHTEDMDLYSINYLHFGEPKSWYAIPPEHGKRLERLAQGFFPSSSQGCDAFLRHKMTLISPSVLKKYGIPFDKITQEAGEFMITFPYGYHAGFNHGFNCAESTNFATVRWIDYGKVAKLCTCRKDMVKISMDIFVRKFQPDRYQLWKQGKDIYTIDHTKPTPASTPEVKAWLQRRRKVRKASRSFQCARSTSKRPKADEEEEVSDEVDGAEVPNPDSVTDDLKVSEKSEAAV
# HCV core dimer – blocks dimerization of HCV core protein; TR-FRET GST/Flag-core106 dimerization, 1536-well; inhibition, % at 5 µM; 300,000 compounds, 0.33% hits; AID 1899;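 active = inhibition above the mean of all tested compounds plus 3 SD, set per screening campaign, cut at about 45% in these data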
#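 Material: Tagged HCV core106 pair (GST and Flag) | Amount: GST-core106 13.5 nM, Flag-core106 17 nM | Medium: KF-containing HEPES buffer, pH 7.45, DTT, CHAPS, BSA | Reagent: Eu donor and XL665 acceptor anti-tag antibodies | Schedule: 4 h at 22.5 °C | Technique: Time-resolved FRET, ex 340 nm, em 617 and 671 nm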
# Fh CTSL1 inh – counter-screen for PFM18AAP inhibitors: inhibitors of F. hepatica cathepsin L1. recombinant F. hepatica cathepsin L1, Z-Leu-Arg-MCA fluorescence. inhibition, % at 5.96 µM. 300,000 compounds, 0.49% hits. AID 1906;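 active = inhibition above the mean of all tested compounds plus 3 SD, set per screening campaign, cut at about 17% in these data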;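 note: 0% = plate median of test compound wells and 100% = 1 µM Z-Phe-Ala-diazomethylketone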
# GRK2 inh – blocks RNA aptamer binding to human GRK2 | P25098 | bead flow cytometry, FAM-aptamer displacement from GRK2 | AID 488847 | 330,000 compounds, 0.59% hits | inhibition of aptamer binding, % at 10 µM;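 active = inhibition of aptamer binding above 40%, roughly 3 SD of noise, on plates passing a quality check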;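 note: median bead fluorescence of bound FAM aptamer so fluorescent compounds give negative values; no value below 0 was filed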
# PP5 primary – PP5 (human) phosphatase inhibition; inhibition, % at 6.7 µM; purified PP5c, OMFP substrate fluorescence; P53041; 320,000 compounds, 0.18% hits;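 active = inhibition above the campaign's mean inhibition across all tested compounds plus 3 SD, cut at about 9.5% in these data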;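 note: 0% = DMSO only and 100% = 100 µM cantharidin control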
# * hit, by the source's call; ? = inconclusive; . = not tested or not shown.
SMILES,PP1 inh,proCasp3 act,proCasp7 act,VLA-4 inh,GASC-1 inh,HCV core dimer,Fh CTSL1 inh,GRK2 inh,PP5 primary
Fc1ccc(Nc2nc(-c3ccncc3)cs2)cc1,3,-5,-8,1,-5,-1,-7,1,2.7
Cc1ccn2c(C(=O)NN=C3CCN(C)CC3)c(C)nc2c1,-1,-1,-1,-4,-6,-3,-3,0,-2.1
COc1cccc(N(C(=O)CS(=O)CC(=O)Nc2ccc(F)cc2)C(C(=O)NC2CCCCC2)c2cccs2)c1 (configuration not stated),20*,2,6,43,3,7,1,0,1.1
CCCc1nnc(SCC(=O)N2C(C)CCCC2C)n1CCCOC (configuration not stated),-5,2,5,16,10,2,-2,0,3.1
O=P(O)(c1ccccc1)c1ccccc1O,-2,0,-8,4,-4,0,0,0,-0.2
C/C(Cl)=C/Cn1c(SCC(C)C)nc2c1c(=O)[nH]c(=O)n2C,-1,4,1,-16,-7,-2,-4,0,3.2
NC(=O)C12CCCC(Br)(CCC1)C2,-5,7,6,7,-1,1,-6,0,0.4
CCN(CC(=O)NCCc1ccc(F)cc1)Cc1nc2ccccc2c(=O)[nH]1,-2,7,5,20,-6,-1,-6,0,-0.7
CC1CCc2nn(CC(=O)NCCC3=CCCCC3)cc2C1 (configuration not stated),-3,-5,0,-8,1,1,7,0,2.0
CCN1C(C#N)=C(C#N)N=C(C)CC1(C)C,0,-2,0,12,-2,0,1,3,-2.2
COc1ccccc1NC=C1C(=O)OC(C)(C)OC1=O,-4,6,-5,14,-6,-1,0,1,-0.4
CCOC(=O)c1c(NC(=O)CN2CCOCC2)sc2c1CCCC2=O,1,5,-1,10,-1,7,-1,3,-0.2
O=C(CCn1nc(-c2ccccc2)c2ccccc2c1=O)Nc1cccnc1,-2,5,-2,7,-6,-3,-4,3,1.8
CNC(=O)N(O)C1N(/N=C/c2c(F)cccc2Cl)C(=S)SC1(C)C (configuration not stated),-4,1,4,-2,-14,-1,6,0,1.3
CCOc1cccc(C2C(C#N)=C(N)Oc3cc(C)oc(=O)c32)c1OCC (configuration not stated),1,4,10,9,8,0,2,1,-1.1
O=C(CN1C(=O)CCS(=O)(=O)c2ccccc21)NCCc1ccccc1,-2,8,2,7,4,-5,-2,2,1.0
COc1cc(/C=N/n2c(COc3ccccc3)n[nH]c2=S)cc(Br)c1O,1,0,-10,-7,-18,-5,0,0,1.7
Cc1nn(-c2ccccc2)c(N)c1C1(O)C(=O)N(C(C)C)c2ccccc21 (configuration not stated),-4,0,5,-2,1,-9,-2,0,5.4
Cc1n[nH]c(=O)nc1NCc1ccccc1Cl,-2,0,-4,11,9,-3,-3,0,3.4
CSC(=NNC(=O)c1ccccc1O)SC,-1,-3,2,88*,26,-3,1,.,3.2
Cc1ccccc1Nc1nc(CSc2nnc(-c3ccoc3C)n2C)cs1,4,4,0,-7,-1,17,-3,0,-0.3
O=C(c1cccs1)N1N=C(c2ccccc2)CC1c1ccc(O)cc1 (configuration not stated),2,-5,-1,37,-19,13,3,3,1.3
Cn1c(CN2CCN(C(=O)c3ccccc3)CC2)nc2cc([N+](=O)[O-])ccc21,-3,6,2,-9,3,21,-1,0,1.0
CCOC(=O)c1c(NC(=O)CSc2nnnn2C)sc(C)c1C,-1,1,-6,-1,-1,1,-1,2,-0.6
Cc1ccc2nc(SCc3nnc(-c4ccccc4Br)o3)[nH]c2c1,2,0,-17,-2,9,2,1,0,0.7
Cn1c(COc2cccc3cccnc23)nnc1SCC(=O)O,-7,-2,4,-1,-5,-1,-2,8,-1.3
Cc1nc(-c2ccccc2)sc1C(=O)/C=C/c1ccccc1,3,-5,5,3,-5,-36,-1,0,1.5
COc1ccc(OCc2nnc(SC3CCOC3=O)n2-c2ccccc2)cc1 (configuration not stated),-1,8,-1,10,1,-2,0,1,-0.8
Cc1nn(C)c(C(=O)Nc2cccc(Nc3ccccc3)c2)c1[N+](=O)[O-],1,5,5,1,16,-5,10,0,3.0
COc1ccc(-c2cnnn2-c2ccc(N)cc2)cc1OC,3,2,-12,12,1,1,0,0,3.9
COc1nc(-c2ccccc2)ccc1-c1noc(C)n1,-2,7,2,7,0,1,0,1,3.5
CC(=O)Nc1cccc(C(=O)Nc2ccc(S(=O)(=O)NC3=NCCCCC3)cc2)c1,-4,-10,2,-5,32,1,-4,0,-2.0
O=C1c2ccccc2C(=O)N1CCSc1ccccc1,-1,0,7,9,?,-4,-2,0,2.6
CCCCCOc1ccc(NC(=O)C2OC3OC(C)(C)OC3C3OC(C)(C)OC23)cc1 (configuration not stated),1,7,-8,1,-31,2,2,4,-1.3
CC[C@]12c3[nH]c4ccccc4c3CCN1C(=O)C(CC(=O)NCCCn1ccnc1)C[C@@H]2C(=O)N1CCN(C(=O)c2ccco2)CC1 (some centres not stated),.,0,0,-12,-8,.,.,2,.
Cc1cc(=O)[nH]c(SCC(=O)NC2CCCc3ccccc32)n1 (configuration not stated),-5,3,13,-5,-3,-7,2,3,-2.0
Cc1n[nH]c(=S)n1/N=C/c1ccccc1OCc1ccc(Cl)cc1,5,-7,-9,1,9,21,6,0,3.7
COc1cc2ccccc2cc1C(=O)NCc1ccncc1,-4,13,7,18,0,-1,-4,0,-1.4
Cc1ccc(S(=O)(=O)N(C)C)cc1NC(=O)COC(=O)C1CC(=O)N(c2ccc3c(c2)OCCO3)C1 (configuration not stated),-2,6,7,1,1,-3,-16,0,1.8
COC(=O)c1ccc(-n2ccnc2)cc1,-2,15,2,-13,7,-6,-3,0,1.2
Cc1c(N=C2SC(CC(=O)Nc3ccccc3)C(=O)N2CCN2CCOCC2)c(=O)n(-c2ccccc2)n1C (configuration not stated),-2,-2,-3,2,-8,1,1,3,2.0
O=C(Cc1ccc(Cl)cc1)NNC(=O)C(=O)NC1CCCCC1,.,4,-6,-1,0,.,.,0,.
Cc1ccc(-n2cc(-c3ccccc3)c3c(NN4CCOCC4)ncnc32)cc1,3,-1,-1,9,1,0,-9,3,1.9
CCN(CC)S(=O)(=O)c1ccc(C(=O)NCCSc2c[nH]c3ccccc23)cc1,5,-1,5,-24,4,-4,-3,0,5.4
CCCCN(CCCC)CCNC(=O)CNC(=O)c1cccs1,2,4,10,8,-14,-6,-3,0,5.0

# Among those listed so far, three contain bromine.
SMILES,PP1 inh,proCasp3 act,proCasp7 act,VLA-4 inh,GASC-1 inh,HCV core dimer,Fh CTSL1 inh,GRK2 inh,PP5 primary
NC(=O)C12CCCC(Br)(CCC1)C2,-5,7,6,7,-1,1,-6,0,0.4
COc1cc(/C=N/n2c(COc3ccccc3)n[nH]c2=S)cc(Br)c1O,1,0,-10,-7,-18,-5,0,0,1.7
Cc1ccc2nc(SCc3nnc(-c4ccccc4Br)o3)[nH]c2c1,2,0,-17,-2,9,2,1,0,0.7

# Further records:
SMILES,PP1 inh,proCasp3 act,proCasp7 act,VLA-4 inh,GASC-1 inh,HCV core dimer,Fh CTSL1 inh,GRK2 inh,PP5 primary
CCC(=O)Nc1nc2ccc(NC(=O)COc3ccccc3)cc2s1,-2,-3,-10,-5,-15,-9,1,0,1.7
NC(=O)COC(=O)C12CC3CC(CC(O)(C3)C1)C2,-4,-2,5,5,-4,0,0,2,2.2
COc1ccc(COc2ccccc2C(=O)NCc2ccccc2)cc1F,1,-7,2,10,9,9,-1,3,4.4
O=c1cc(-c2ccccc2Cl)c2c([nH]1)CCC2,-2,4,6,12,24,34,1,0,2.3
c1ccc2cc(C3CCCCC3)ncc2c1,.,2,4,-8,3,.,.,0,.
O=C(O)CCCC(=O)Nc1ccccc1Oc1ccccc1,-5,0,0,4,-7,0,-6,3,0.1
Cc1ccc(SCCC(=O)N/N=C/c2cccnc2)cc1,-5,4,7,9,-4,8,-7,2,-2.0
CCOc1cccc2sc(=NC(=O)c3ccco3)n(CC(=O)OC)c12,0,-15,-28,1,5,5,-6,0,1.3
CCn1cc(C(=O)NCCCOC(C)C)c2cc(OC)c(OC)cc2c1=O,0,4,7,-4,-4,-7,4,3,0.0
CSc1nnc(C)c(=O)n1COC(=O)COc1ccc(Cl)cc1Cl,-3,-6,3,-2,2,-2,-11,0,2.3
CC1(C)C(=O)CC[C@]2(C)C3C(=O)C=C4[C@H]5C[C@@](C)(C(=O)O)CC[C@]5(C)CC[C@]4(C)[C@]3(C)CC[C@@H]12 (some centres not stated),1,1,3,23,5,11,-1,0,0.7
CSCCC(NC(=O)c1ccco1)C(=O)N1CCN(c2ccccc2O)CC1 (configuration not stated),0,9,-5,-1,1,.,.,0,-0.5
Cn1c(CCc2ccccc2)n[nH]c1=S,-6,-7,-8,-3,3,-3,-12,1,0.8
CCOc1ccc(Nc2nc(C)cc(C)c2C#N)cc1,-2,3,-3,2,-3,8,-3,0,0.2
Cc1csc(NC(=O)CN2C(=O)COc3ccc(Cl)cc32)n1,3,4,5,-6,?,-1,4,1,1.0
Cc1ccc(NC2CC(=O)N(CCc3ccccc3)C2=O)cc1 (configuration not stated),-2,-3,12,-2,?,4,1,0,1.3
CC(Oc1ccc(Cl)cc1Cl)C(=O)Nc1ncccn1 (configuration not stated),1,-7,5,5,18,-1,-1,1,1.8
O=C(CC1C(=O)NCCN1CC1CCCCC1)NCc1cccc(F)c1F (configuration not stated),0,3,5,-8,-6,2,0,0,-1.8
CCN(CC)CCCNC(=S)N(Cc1ccco1)Cc1cc2cc3c(cc2[nH]c1=O)OCCO3,-3,-1,-2,21,-11,2,2,0,3.2
Cn1nc(C(F)(F)F)c(/C=N/OC(=O)c2ccccc2)c1SCc1ccc(Cl)cc1,-1,-5,-7,-5,5,8,-2,2,-0.3
Cc1nn(-c2cccc(Cl)c2)c2nc(-c3ccncc3)cc(C(=O)N3CCOCC3)c12,2,1,3,1,-2,2,3,1,2.5
CS(=O)(=O)N(CC(=O)NCCSc1ccc(Cl)cc1)c1ccc2c(c1)OCO2,0,3,-13,-3,0,1,-4,4,2.1
NC1=NC(c2ccccc2)=NC1(NC(=O)c1ccccc1)C(Cl)Cl (configuration not stated),-5,-5,8,3,2,-6,-3,3,0.1
Cc1cc(C)c2c(N=CN(C)C)c(C(=O)N3CCN(c4ncccn4)CC3)sc2n1,-3,2,-3,-7,3,-13,6,5,3.0
COC(=O)C(Cc1ccc(OC(=O)c2ccc(Cl)cc2)cc1)N1Cc2ccccc2C1=O (configuration not stated),3,2,8,19,-20,19,8,0,1.7
